Ecoli viability = E. coli V3065 growth inhibition, primary screen, counter-screen for AddAB inhibitor project, absorbance, OD600 | 18 h | inhibition, % at 11.9 µM | actives 0.27% (n = 330,000) | AID 449728, 2010;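 active means inhibition above the campaign's mean inhibition across all tested compounds plus 3 SD, cut at about 9.9% in these data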;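 further: uninfected addAB+ strain grown without phage in ampicillin broth; 0% = DMSO wells and 100% = ciprofloxacin 0.95 µg/ml wells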
AddAB inh = growth inhibition of E. coli expressing H. pylori AddAB, primary screen, AddAB inhibitor project, absorbance | inhibition, % at 11.9 µM | actives 0.29% (n = 330,000) | AID 435030, 2010; in the data active means inhibition above about 12%;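 further: 0% = vehicle wells of infected cells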
DSG3 Ab inh = inhibitors of pemphigus antibody binding to DSG3, primary screen, biochemical, bead-based, flow cytometry, scFv-GFP | Desmoglein-3 (Homo sapiens), P32926 | DSG3-coupled beads, scFv-anti-DSG3-GFP binding; stronger effect = lower value | binding (percent of control), % at 10 µM | actives 0.48% (n = 310,000) | AID 588358, 2011;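 active means binding more than 3 SD below its plate's average and above zero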;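 further: hits lower antibody fragment binding to DSG3; some compounds called inactive have numbers as strong as hits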
MOR-DOR inv ag = inverse agonists of MOR-DOR heterodimerization, primary screen, cell-based, luminescence | actives 0.21% (n = 340,000) | cell-based MOR-DOR heterodimer luminescence, inverse agonism | inhibition, % at 9.3 µM | Mu-type opioid receptor (Homo sapiens) + Delta-type opioid receptor (Homo sapiens), …; in the data active means inhibition above about 22%, passing the limit was not always enough;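 further: 0% = cells with DMSO and 100% = wells without cells with DMSO; values of inactives mirror those of a sister screen read the other way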
Target sequence (P35372 whole entry, looked up): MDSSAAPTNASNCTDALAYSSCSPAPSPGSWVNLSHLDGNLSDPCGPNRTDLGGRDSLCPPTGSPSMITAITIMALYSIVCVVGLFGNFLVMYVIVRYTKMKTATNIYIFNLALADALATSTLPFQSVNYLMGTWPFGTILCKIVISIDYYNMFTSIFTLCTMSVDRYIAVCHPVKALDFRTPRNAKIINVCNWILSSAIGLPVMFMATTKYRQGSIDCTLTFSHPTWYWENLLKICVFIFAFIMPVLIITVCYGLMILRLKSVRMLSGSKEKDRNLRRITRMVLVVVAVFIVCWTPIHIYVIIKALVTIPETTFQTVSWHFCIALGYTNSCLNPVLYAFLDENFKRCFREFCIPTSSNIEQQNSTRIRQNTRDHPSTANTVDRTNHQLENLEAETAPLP
Target sequence (P41143 whole entry, looked up): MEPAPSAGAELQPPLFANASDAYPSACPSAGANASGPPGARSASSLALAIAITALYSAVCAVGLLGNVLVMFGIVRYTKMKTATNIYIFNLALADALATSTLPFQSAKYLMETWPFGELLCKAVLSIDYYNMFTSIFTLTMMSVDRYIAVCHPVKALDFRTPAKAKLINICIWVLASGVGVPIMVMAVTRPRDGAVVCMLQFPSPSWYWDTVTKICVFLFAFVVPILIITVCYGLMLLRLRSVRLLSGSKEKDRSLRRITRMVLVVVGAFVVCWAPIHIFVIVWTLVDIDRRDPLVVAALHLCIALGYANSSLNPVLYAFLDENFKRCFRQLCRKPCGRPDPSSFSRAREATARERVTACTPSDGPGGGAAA
PfHsp90 set2 = growth inhibition of PfHsp90-expressing yeast, primary screen, antimalarial PfHsp90 inhibitor project, S. cerevisiae, BacTiter-Glo luminescence, single point, set 2 | BacTiter-Glo ATP, 48 h; yeast lacking PDR1 and PDR3 efflux regulators | inhibition, % at 9.4 µM | actives 0.32% (n = 310,000) | AID 504621, 2011;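 active means every replicate shows inhibition above about 80%, whatever the replicate mean, limit read from the data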;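 further: 0% = DMSO neutral controls and 100% = 20 µM radicicol positive controls; yeast relying on Plasmodium falciparum Hsp90 in place of its own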
phage Ecoli inh = growth loss of phage-infected E. coli, primary screen, RecBCD inhibitor project, absorbance, with phage, HTS; inhibition, % at 11.9 µM; actives 0.26% (n = 360,000); AID 651602, 2012; in the data active means inhibition above about 11%
MOR-DOR ag = agonists of OPRM1-OPRD1 heterodimerization, primary screen, cell-based, luminescence; Mu-type opioid receptor (Homo sapiens) + Delta-type opioid receptor (Homo sapiens), …; cells; activation, % at 9.3 µM; actives 0.3% (n = 340,000); in the data active means activation above about 18%;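 further: 0% = vehicle-treated cells and 100% = reference agonist; values of inactives mirror those of a sister screen read the other way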
SUMO Mot1 rescue = yeast Mot1-301 growth rescue at high temperature, primary screen, SUMOylation pathway inhibitor project, S. cerevisiae, ATP luminescence, 38.5C. growth rescue, % at 18.8 µM. S. cerevisiae Mot1-301 growth rescue; percent above DMSO median, 100 means doubled. actives 1% (n = 320,000);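 active means every valid replicate shows activation above 250% relative to neutral control wells; inactive means the rest, any valid replicate at or below 250%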;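 further: OY570 slx delta 5 strain wells were the positive control but not used for scaling; some compounds called inactive have numbers as strong as hits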
PKA-R1A activ = activators of PKA-R1A holoenzyme, primary screen, biochemical, fluorescence polarization, Cy5-IP20, bovine R1A, mouse PKAc | PKA-R1A dissociation; scaled: DMSO 0%, 113 µM cGMP 100% | activation, % at 11.4 µM | cAMP-dependent protein kinase type I-alpha regulatory subunit (Bos taurus) + … | actives 0.083% (n = 340,000);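 active means percent activation above the mean of all tested compounds plus 3 SD, cut at about 19% in these data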;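 further: higher means more PKAc released from R1A so a rise in polarization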
HTR5A ag ctr = HTR5A agonists in luminescence cell assay, primary screen, counter-screen for OPRM1-OPRD1 heterodimer agonist project, full-deck HTS; cell-based; activation, % at 9.3 µM; actives 0.61% (n = 340,000); in the data active means activation mostly above about 9.5%, no sharp cut-off; inactive means mostly below about 7.6%;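 further: 0% = cells with vehicle only and 100% = reference agonist; strong numbers were not always called active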
HTR5A inv ag = HTR5A inverse agonists in luminescence cell assay, primary screen, counter-screen for OPRM1-OPRD1 heterodimer inverse agonist project, full-deck HTS; actives 0.083% (n = 340,000); 5-hydroxytryptamine receptor 5A (Homo sapiens), P47898; inhibition, % at 9.3 µM; HTR5A cell line, inverse agonism; in the data active means inhibition mostly above about 23%, no sharp cut-off; inactive means mostly below about 18%;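 further: 0% = cells with DMSO and 100% = no-cell wells with DMSO; some compounds called inactive have numbers as strong as hits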
The depositor's hits bear a star.

How did COC(=O)[C@H](CCSC)NC(=O)NCc1ccc(S(N)(=O)=O)cc1 do in these assays?
Ecoli viability: -0.7; AddAB inh: 1.3; DSG3 Ab inh: 103.5; MOR-DOR inv ag: 1.3; PfHsp90 set2: -14.6; phage Ecoli inh: 2.7; MOR-DOR ag: -0.2; SUMO Mot1 rescue: 3.2; PKA-R1A activ: -19.5; HTR5A ag ctr: -0.6; HTR5A inv ag: -17.1

Results for NC(=O)c1cccnc1Oc1ccccc1 ?
Ecoli viability: 3.2; AddAB inh: 1.6; DSG3 Ab inh: 110.8; MOR-DOR inv ag: 14.6; PfHsp90 set2: -4.1; phage Ecoli inh: 0.1; MOR-DOR ag: -2.9; SUMO Mot1 rescue: 350.1*; PKA-R1A activ: -3.2; HTR5A ag ctr: 0.9; HTR5A inv ag: -44.2

Results for N#CCSc1nnc(-c2ccc(S(=O)(=O)N3CCOCC3)cc2)n1CC1CCCO1 (stereo not given) ?
Ecoli viability: -3.2; AddAB inh: -2.1; DSG3 Ab inh: 97.3; MOR-DOR inv ag: 10.4; PfHsp90 set2: -12.8; phage Ecoli inh: 1.6; MOR-DOR ag: -2.1; SUMO Mot1 rescue: -4.9; PKA-R1A activ: -5.1; HTR5A ag ctr: -5.0; HTR5A inv ag: 13.0

What do the screens show for `CCOc1ccc(C(NC(=O)c2ccco2)c2ccc(OC)c(OC)c2)cc1` (stereo not given)?
Ecoli viability: -0.3; AddAB inh: 5.1; DSG3 Ab inh: 102.7; MOR-DOR inv ag: 4.6; PfHsp90 set2: -4.4; phage Ecoli inh: 0.9; MOR-DOR ag: -0.8; SUMO Mot1 rescue: 79.8; PKA-R1A activ: -5.7; HTR5A ag ctr: 3.5; HTR5A inv ag: -0.3

Results for O=C(c1ccccc1)c1ccc(C(=O)N2CCN(c3ccc(O)cc3)CC2)cc1 ?
Ecoli viability: -1.7; AddAB inh: 1.9; DSG3 Ab inh: 103.9; MOR-DOR inv ag: 10.4; PfHsp90 set2: 1.2; phage Ecoli inh: -1.6; MOR-DOR ag: -2.7; SUMO Mot1 rescue: 5.8; PKA-R1A activ: -12.6; HTR5A ag ctr: 1.4; HTR5A inv ag: 5.7

Results for CC(=O)N1CCCc2cc(S(=O)(=O)Nc3ccc(C)cc3C)ccc21 ?
Ecoli viability: 2.5; AddAB inh: 1.6; DSG3 Ab inh: 83.5; MOR-DOR inv ag: 15.6; PfHsp90 set2: -2.2; phage Ecoli inh: 3.6; MOR-DOR ag: -3.1; SUMO Mot1 rescue: 473.9*; PKA-R1A activ: -1.9; HTR5A ag ctr: -2.1; HTR5A inv ag: -6.7

Results for CC(NS(=O)(=O)c1ccccc1)C(c1cccs1)N1CCN(c2ccccc2)CC1 (stereo not given) ?
Ecoli viability: 1.8; AddAB inh: 1.7; DSG3 Ab inh: 109.9; MOR-DOR inv ag: -19.0; PfHsp90 set2: 4.1; phage Ecoli inh: 4.3; MOR-DOR ag: 3.5; SUMO Mot1 rescue: -3.6; PKA-R1A activ: -8.7; HTR5A ag ctr: 1.4; HTR5A inv ag: -16.9

How did Cn1nccc1NC(=O)Nc1cccc(Cl)c1Cl do in these assays?
Ecoli viability: 2.0; AddAB inh: 2.4; MOR-DOR inv ag: -5.5; PfHsp90 set2: 1.5; phage Ecoli inh: -0.9; MOR-DOR ag: 1.1; SUMO Mot1 rescue: -16.4; PKA-R1A activ: -9.6; HTR5A ag ctr: 3.7; HTR5A inv ag: 18.5

How did O=C1NN=C(CSc2n[nH]c(=S)s2)CS1 do in these assays?
Ecoli viability: -0.5; AddAB inh: 3.1; DSG3 Ab inh: 100.0; MOR-DOR inv ag: -3.6; PfHsp90 set2: -1.1; phage Ecoli inh: 3.8; MOR-DOR ag: 0.7; SUMO Mot1 rescue: 0.2; PKA-R1A activ: 5.1; HTR5A ag ctr: -2.2; HTR5A inv ag: 6.1

Results for COCCn1c(SCC(=O)N2CC(=O)Nc3ccccc32)nc2ccccc2c1=O ?
Ecoli viability: 1.6; AddAB inh: 3.8; DSG3 Ab inh: 100.7; MOR-DOR inv ag: 6.9; PfHsp90 set2: -29.4; phage Ecoli inh: 1.1; MOR-DOR ag: -1.3; SUMO Mot1 rescue: 12.8; PKA-R1A activ: -5.2; HTR5A ag ctr: -5.8; HTR5A inv ag: 14.4

How did CCOC(=O)CN1NC2(CCCCC2)NC1=S do in these assays?
Ecoli viability: 1.9; AddAB inh: 0.5; DSG3 Ab inh: 96.4; MOR-DOR inv ag: 16.8; PfHsp90 set2: -0.3; phage Ecoli inh: 0.4; MOR-DOR ag: -3.4; SUMO Mot1 rescue: 3.0; PKA-R1A activ: 9.0; HTR5A ag ctr: 1.9; HTR5A inv ag: 13.5

How did O=C(Nc1nc2ccc(Oc3ccccc3)cc2s1)c1cc([N+](=O)[O-])ccc1N1CCOCC1 do in these assays?
Ecoli viability: -2.4; AddAB inh: 0.2; DSG3 Ab inh: 94.9; MOR-DOR inv ag: -5.6; PfHsp90 set2: -16.2; phage Ecoli inh: 0.1; MOR-DOR ag: 1.1; SUMO Mot1 rescue: 55.0; PKA-R1A activ: 8.2; HTR5A ag ctr: -3.7; HTR5A inv ag: 12.9

How did CC(=O)Oc1ccc(-c2ccc(C(=O)NCCc3ccc(S(N)(=O)=O)cc3)cc2)cc1 do in these assays?
Ecoli viability: 2.6; AddAB inh: 1.7; DSG3 Ab inh: 102.0; MOR-DOR inv ag: -10.6; PfHsp90 set2: 2.0; phage Ecoli inh: 2.4; MOR-DOR ag: 1.3; SUMO Mot1 rescue: -0.2; PKA-R1A activ: 17.1; HTR5A ag ctr: 1.2; HTR5A inv ag: 14.7

Results for Cc1ccc(NC(=O)CSc2nc3c(c(=O)[nH]2)CCCC3)cc1C ?
Ecoli viability: 0.2; AddAB inh: 3.6; DSG3 Ab inh: 103.3; MOR-DOR inv ag: 10.9; PfHsp90 set2: -22.7; phage Ecoli inh: 3.4; MOR-DOR ag: -2.1; SUMO Mot1 rescue: 3.2; PKA-R1A activ: 11.6; HTR5A ag ctr: 4.5; HTR5A inv ag: 8.8

Results for COc1ccc(C(=O)N2CCCc3ccccc32)cc1Br ?
Ecoli viability: 1.2; AddAB inh: 1.9; DSG3 Ab inh: 99.5; MOR-DOR inv ag: 15.7; PfHsp90 set2: 8.4; phage Ecoli inh: 4.3; MOR-DOR ag: -3.1; SUMO Mot1 rescue: -1.2; PKA-R1A activ: 5.0; HTR5A ag ctr: -2.5; HTR5A inv ag: 4.9

Results for COc1cccc2c1OC[C@@H](CO)[C@H]2N(C)C(=O)Nc1ccc(Cl)cc1Cl ?
Ecoli viability: -1.9; AddAB inh: 1.8; DSG3 Ab inh: 99.4; MOR-DOR inv ag: -20.4; phage Ecoli inh: -0.7; MOR-DOR ag: 3.6; SUMO Mot1 rescue: 4.9; PKA-R1A activ: -4.0; HTR5A ag ctr: 4.2; HTR5A inv ag: -18.5

How did N=c1oc2ccc(Cl)cc2cc1C(=O)Nc1ccc(F)cc1 do in these assays?
Ecoli viability: -0.3; AddAB inh: 0.8; DSG3 Ab inh: 92.5; MOR-DOR inv ag: 16.5; PfHsp90 set2: 18.1; phage Ecoli inh: 1.7; MOR-DOR ag: -3.6; SUMO Mot1 rescue: 0.5; PKA-R1A activ: -12.7; HTR5A ag ctr: -2.5; HTR5A inv ag: 9.0

What do the screens show for `C[C@H](NC(=O)c1ccc(C(C)(C)C)cc1)C(=O)N1CCC2(CC1)NCCc1[nH]cnc12`?
Ecoli viability: 0.6; AddAB inh: 2.7; MOR-DOR inv ag: 12.0; PfHsp90 set2: 6.1; phage Ecoli inh: 3.4; MOR-DOR ag: -2.2; SUMO Mot1 rescue: 56.4; PKA-R1A activ: 7.1; HTR5A ag ctr: 1.0; HTR5A inv ag: -1.7

How did COc1ccccc1N(CC(=O)NCc1ccccc1)S(C)(=O)=O do in these assays?
Ecoli viability: 1.9; AddAB inh: 2.5; DSG3 Ab inh: 106.0; MOR-DOR inv ag: 10.1; PfHsp90 set2: 4.3; phage Ecoli inh: 3.8; MOR-DOR ag: -1.8; SUMO Mot1 rescue: -4.1; PKA-R1A activ: -5.4; HTR5A ag ctr: 3.0; HTR5A inv ag: -7.5

Results for O=C1CN(C(=O)c2ccccc2)c2ccccc2N1 ?
Ecoli viability: -0.4; AddAB inh: 1.4; DSG3 Ab inh: 70.7; MOR-DOR inv ag: 6.8; PfHsp90 set2: 8.1; phage Ecoli inh: 1.1; MOR-DOR ag: -1.2; SUMO Mot1 rescue: 0.6; PKA-R1A activ: -8.7; HTR5A ag ctr: 6.0; HTR5A inv ag: 12.6

What do the screens show for `CCOC(=O)C1CCN(Cc2ccc(OCc3ccccc3)c(OC)c2)CC1`?
Ecoli viability: -0.7; AddAB inh: 6.3; DSG3 Ab inh: 118.6; MOR-DOR inv ag: 4.2; PfHsp90 set2: 1.4; MOR-DOR ag: -0.8; SUMO Mot1 rescue: 2.5; PKA-R1A activ: -2.8; HTR5A ag ctr: 1.8; HTR5A inv ag: -6.7

Results for CC(CCc1ccccc1)NC(=O)C1CCN(S(=O)(=O)N2CCCCC2)CC1 (stereo not given) ?
Ecoli viability: -0.1; AddAB inh: 2.4; DSG3 Ab inh: 104.4; MOR-DOR inv ag: 15.1; PfHsp90 set2: 6.5; phage Ecoli inh: 1.1; MOR-DOR ag: -2.7; SUMO Mot1 rescue: 86.5; PKA-R1A activ: 8.9; HTR5A ag ctr: 5.3; HTR5A inv ag: -13.7

Quoted from the entries so far for reference:
Results for O=C(c1ccccc1)c1ccc(C(=O)N2CCN(c3ccc(O)cc3)CC2)cc1 ?
Ecoli viability: -1.7; AddAB inh: 1.9; DSG3 Ab inh: 103.9; MOR-DOR inv ag: 10.4; PfHsp90 set2: 1.2; phage Ecoli inh: -1.6; MOR-DOR ag: -2.7; SUMO Mot1 rescue: 5.8; PKA-R1A activ: -12.6; HTR5A ag ctr: 1.4; HTR5A inv ag: 5.7

Results for CC(=O)N1CCCc2cc(S(=O)(=O)Nc3ccc(C)cc3C)ccc21 ?
Ecoli viability: 2.5; AddAB inh: 1.6; DSG3 Ab inh: 83.5; MOR-DOR inv ag: 15.6; PfHsp90 set2: -2.2; phage Ecoli inh: 3.6; MOR-DOR ag: -3.1; SUMO Mot1 rescue: 473.9*; PKA-R1A activ: -1.9; HTR5A ag ctr: -2.1; HTR5A inv ag: -6.7

Screening results (PubChem)
